PAX8 inh HTS – lowers PAX8-driven luciferase in RMG-I cells; inhibition, % at 12.6 µM; RMG-I TPO-luciferase reporter, SteadyGlo, 24 h; AID 652154; 360,000 tested, 1.2% active;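 active = mean replicate inhibition at least 60% with every replicate also reaching 60%; inconclusive = only one of the two criteria is met; inactive = mean below 60% and not all replicates reaching 60%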;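 also: luciferase light reporting Pax8 driven TPO promoter activity; plate controls were median of neutral control wells for no effect and mitoxantrone controls for full effect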
DENV2 CPE rescue – inhibitors of DENV2 cytopathic effect | 350,000 tested, 1.7% active | CPE inhibition, % at 9.99 µM | AID 651640 | DENV2-infected cells, cytopathic effect rescue, plate reader; in the data active = CPE inhibition above about 20%, passing the limit was not always enough; inconclusive = no clear call, values can overlap the other calls; tested in BHK-21 cells;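 also: 0% = median of neutral control wells and 100% = median of positive control wells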
INS-1E GSIS act – primary screen for activators of insulin secretion dependent on glucose, INS-1E cells, GLuc reporter luminescence; INS-1E GLuc reporter insulin secretion, 2-3 h; activation, % at 16.6 µM; 370,000 tested, 0.61% active; AID 743287;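 active = lowest replicate activation of at least 40%, so every replicate reaches that level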;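 also: 0% = median of neutral control wells and 100% = median of IBMX positive control wells; some compounds called inactive have numbers as strong as hits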
F508del corr – CFTR F508del correction in bronchial cells; activity (quench increase), % at 7.58 µM; 350,000 tested, 0.36% active; CFBE cells, YFP halide quenching; stimulated with forskolin plus potentiator P3; % fluorescence drop versus neutral controls;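 active = mean added fluorescence quench of at least 8% versus neutral control, with both replicates also reaching 8%; inconclusive = only one of the mean or replicate conditions met; inactive = mean below 8% and not both replicates reaching 8%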;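 also: cells transiently co-express mutant CFTR-F508del with the halide-sensitive YFP; corrector assay measuring rescue of mutant channel to the surface after 24 h compound exposure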
FN deposit inh – fibronectin deposition inhibition | inhibition, % at 12.6 µM | AH1F fibroblasts, Alexa488-fibronectin deposition fluorescence, overnight | 350,000 tested, 0.086% active;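 active = mean inhibition across replicates of 30% or more, regardless of how many single replicates reach that level; inconclusive = mean under 30% yet at least half of replicates reach 30%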;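 also: positive control wells lacked labelled fibronectin entirely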
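Assay system: AH1F fibroblasts assembling fluorescent fibronectin matrix; Amount: 10000 AH1F cells per well; Buffer or medium: DMEM, 2% serum; Probe or stimulus: Alexa488-fibronectin, 24 nM final in well; Doses: single compound dose, delivered by pin transfer; Incubation: 1 h adhesion, overnight exposure; Measured by: fluorescence 485/525 nm; Read-out: fibronectin deposition inhibition.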
EWS-Fli block – inhibitors of EWS/Fli oncoprotein transcriptional activity | 350,000 tested, 0.67% active | inhibition, % at 12.6 µM | A673 NR0B1-luciferase reporter, viability-normalised;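 active = mean inhibition of at least 50% after viability correction, with every replicate also passing that limit; inconclusive = mean reaches 50% but only one of two replicates passes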;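 also: firefly luciferase signal divided by Alamar Blue viability fluorescence both relative to DMSO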
miR-122 sensor – miR-122 inhibition in Huh7 cells; Huh7 miR-122 Renilla luciferase sensor, 48 h; neutral wells = 0, positive control = 100; activation (reporter increase), % at 12.5 µM; 340,000 tested, 0.3% active; AID 602342;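 active = mean replicate activation score at least 90 and every replicate individually at or above 90; inconclusive = only one of the two criteria met; inactive = neither criterion met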;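 also: higher luciferase means less miR-122 activity so hits act as miR-122 inhibitors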
* marks the source's active call; other numbers are inactive results; ? = inconclusive; nt = not tested or not shown; [ ] = remark or other dose. Not a hit list. About 3.9% of those tested had a hit in this group.

SMILES	PAX8 inh HTS	DENV2 CPE rescue	INS-1E GSIS act	F508del corr	FN deposit inh	EWS-Fli block	miR-122 sensor
Cc1cccc(NC(=O)COC(=O)CCc2c[nH]c3ccccc23)c1C	-10.8	11.9	7.7	-0.1	0.5	7.3	nt
COc1ccc(OC)c(C(C)NC(=O)Nc2cccc(C(C)=O)c2)c1 (centres undefined)	3.1	14.1	15.1	-1.1	nt	4.4	nt
Cc1ccc(NC(=O)c2nc3nccc(C)n3n2)cc1S(=O)(=O)N1CCCCC1	-73.9	-5.1	nt	-2.3	1.5	-53.0	10.0
O=C(NCCc1ccc(Cl)cc1)c1ccc2nccnc2c1	-219.4	-1.2	-3.6	1.2	1.7	-65.7	3.3
Cc1cccc(NC(=O)CCNS(=O)(=O)c2cccc3nonc23)c1	2.6	-1.5	7.6	-2.2	-1.4	5.4	3.8
Cc1noc(C)c1NC(=O)N(C)C[C@H]1Oc2ncc(C#CCC(C)C)cc2C(=O)N([C@H](C)CO)C[C@@H]1C	-32.5	-8.8	5.9	-2.4	nt	-9.2	1.2[16.7 µM]
Cc1cc(NC(=O)c2cc(C(C)(C)C)oc2C)no1	-10.7	1.3	-7.6	-1.3	10.2	-13.5	-3.7
C[C@@H]1CN([C@H](C)CO)C(=O)c2cc(NS(C)(=O)=O)ccc2O[C@H]1CN(C)S(=O)(=O)c1ccc(F)cc1	nt	-5.7	2.5	-1.3	nt	-1.6	-16.8[16.7 µM]
O=C(/C=C/c1ccccc1Cl)N(Cc1ccccc1)C1CCS(=O)(=O)C1 (centres undefined)	4.1	nt	19.9	nt	7.2	nt	nt
C[C@@H]1CN([C@@H](C)CO)S(=O)(=O)c2ccc(C#Cc3ccccc3)cc2O[C@@H]1CN(C)C(=O)Nc1ccc2c(c1)OCO2	39.6	10.0	-18.5	0.6	-5.7	6.8	-2.0[16.7 µM]
CN1CCN(C(=O)C[C@H]2C[C@@H]3c4cc(NC(=O)Cc5ccncc5)ccc4O[C@@H]3[C@H](CO)O2)CC1	0.6	-3.9	8.0	-3.6	nt	-2.0	-2.9[16.7 µM]
COc1cc(OC)nc(/N=C/NO)n1	2.1	16.0	1.3	-0.9	9.5	9.3	2.7
Cc1cccc2c1-c1sc(C(=O)Nc3cccnc3)cc1CO2	17.7	-2.6	4.9	1.3	-5.1	nt	2.6
Cc1cc(C)n(-c2ccc(C(=O)OCC(=O)N(CC(C)C)C3CCS(=O)(=O)C3)cc2)n1 (centres undefined)	-27.1	nt	nt	nt	6.6	nt	-1.6
Cc1cccc(NC(=O)Cc2ccc(NC3=NC4CS(=O)(=O)CC4S3)cc2)c1 (centres undefined)	-24.3	-1.9	14.1	-5.0	-1.0	-9.4	-4.8
CNC[C@H]1OCCCC[C@H](C)Oc2ccc(NC(=O)Nc3ccc(F)cc3)cc2C(=O)N([C@@H](C)CO)C[C@@H]1C	0.0	nt	-4.0	-0.1	nt	-4.3	2.2[16.7 µM]
Cn1cc(SCC(=O)NCCc2ccccc2)c2ccccc21	-2.7	0.2	-5.2	-1.4	nt	12.2	nt
COc1ccc(CCN2CC(C(=O)NCc3ccc(F)cc3)CC2=O)cc1OC (centres undefined)	-8.3	1.3	8.8	-1.6	-2.7	-5.6	-3.9
COC(=O)CCC(C)C1CCC2C3CCC4CC(O)CCC4(C)C3CC(O)C12C (centres undefined)	nt	3.1	nt	-0.1	nt	10.0	-3.6
COc1ccccc1C1CC(=O)Oc2cc(O)ccc21 (centres undefined)	1.4	?	-8.8	5.9	nt	-7.1	0.7
N#Cc1ccccc1NC(=O)c1ccc2c(c1)OCO2	-30.7	-3.4	3.7	1.1	4.5	-83.9	0.3
CCN1C(=NCc2ccc(OC)cc2)N[C@@H](c2ccccc2)C(C(=O)OC)=C1C	-1.0	-3.6	-12.0	0.3	5.6	-0.6	-2.5
O=C(/C=C/c1ccco1)N1CCc2ccccc21	3.3	0.1	-42.2	0.7	14.9	47.0	25.0
CCOC(=O)c1ccccc1NC1c2ccccc2C(=O)N1c1ccc(C)cn1 (centres undefined)	-134.0	-0.7	24.7	-0.8	-1.5	-77.0	nt
COc1ccc(Oc2c(-c3ccc(O)cc3O)n[nH]c2C)cc1	-1.4	nt	nt	nt	1.7	nt	14.8
CNC(=S)N(Cc1ccccc1)Cc1cccnc1	11.1	0.0	nt	-0.6	-10.2	-10.1	-0.5
CCc1nc2ccc(C(=O)NCCCN3CCCC3=O)cn2c1N(C)Cc1ccc(OC)cc1	-17.9	?	-1.3	4.2	6.8	10.4	-2.3
O=C(NCc1ccc2c(c1)OCO2)Nc1ccc2nsnc2c1	-22.8	10.7	1.8	-4.0	1.1	-10.7	nt
COc1cccc(CN(C)C(=O)CC[C@H]2O[C@@H](n3ccc(=O)[nH]c3=O)[C@H](O)[C@@H]2O)c1	-0.8	?	nt	2.9	-1.6	8.7	-0.2
COc1cccc(-c2ccc([C@H]3[C@@H](CO)N4C(=O)CN(C(=O)C5CCCCC5)C[C@@H]34)cc2)c1	-0.6	-2.0	-8.6	-1.9	nt	-7.5	nt
O=C(CNS(=O)(=O)c1ccc(Br)s1)NCC1COc2ccccc2O1 (centres undefined)	nt	nt	-10.5	nt	1.6	nt	1.2
O=C(NC1CCCCC1)c1cc([N+](=O)[O-])ccc1N1CCCC1	17.8	?	28.4	-3.6	4.5	nt	-4.0
CC(C)NC(=O)N1[C@@H](C#N)[C@H](c2ccc(C#CC3CCCC3)cc2)[C@@H]1CO	-20.0	-9.2	-24.9	6.2	-17.6	15.3	nt
CN1CCCCN2[C@H](CO)[C@@H](c3ccc(-c4cccnc4)cc3)[C@@H]2C1	-14.7	2.8	-0.3	2.2	nt	-8.5	6.2[16.7 µM]
CCC1Sc2ccc(S(=O)(=O)CCC(=O)Nc3ccc(NC(C)=O)cc3)cc2NC1=O (centres undefined)	0.5	11.2	31.9	-0.7	1.5	nt	7.4
COc1ccc(Cl)cc1N1C(=O)C2CCCN2C1c1sccc1C (centres undefined)	4.9	nt	nt	nt	3.0	nt	-5.9
COc1cc(Cc2ccc(N)c(OC)c2)ccc1N	15.3	1.3	-6.7	nt	5.9	15.3	nt
COc1ccc(NC(=O)CC(C)C)c([N+](=O)[O-])c1	5.3	11.6	-17.5	0.2	-4.9	0.6	-9.8
COc1ccc(NC(=O)CN(C)S(=O)(=O)c2cccc3nsnc23)cc1OC	-1.3	nt	5.5	nt	5.2	nt	2.9
O=C(NNc1ccc([N+](=O)[O-])cc1)C1CC1c1ccccc1 (centres undefined)	-12.8	nt	-27.0	nt	2.3	nt	nt
O=C(C1=NN(c2ccccc2)C2C(=O)N(c3cccc(Cl)c3)C(=O)C12)c1ccccc1 (centres undefined)	45.1	-1.1	2.8	-2.0	-4.4	-0.3	4.3
C[C@@H](O)C#Cc1ccc2c(c1)O[C@H](CN(C)CC1CCOCC1)[C@@H](C)CN([C@@H](C)CO)S2(=O)=O	-9.1	-7.7	8.3	-3.7	-5.7	-4.4	4.0[16.7 µM]
Clc1cccc(-c2nc3ccc(Br)cn3c2Cc2ccccc2)c1	-124.1	10.9	5.1	6.3	-10.3	-87.7	-4.1
Cc1nn(CC(=O)Nc2ccc3c(c2)CCC3)c(C)c1[N+](=O)[O-]	-0.8	-7.0	7.0	2.3	-4.5	-2.9	5.3
CC(C)CNC1=CC(=O)CC(c2ccco2)C1 (centres undefined)	22.5	nt	nt	nt	-2.5	nt	-2.0
COc1ccc(CNC(=O)c2ccc(S(=O)(=O)NCc3ccco3)cc2)cc1	15.1	9.5	nt	4.9	1.0	9.4	2.0
CCOC(=O)N1CCC(=NNC(=O)Cn2ccc(C(F)(F)F)n2)CC1	6.2	17.2	-4.2	-1.7	nt	-10.8	nt
CCOC(=O)COc1ccccc1/C=N/O	-14.7	nt	19.2	nt	4.7	nt	-0.3
O=C(NNc1c2ccccc2nc2ccccc12)C12CC3CC(CC(C3)C1)C2	19.6	19.0	nt	-0.9	-4.5	-15.2	-1.1
COc1ccc(NC(=O)N(C)C[C@@H]2Oc3c(NC(=O)c4ccc(-c5nccs5)cc4)cccc3C(=O)N([C@@H](C)CO)C[C@H]2C)cc1	nt	?	30.7	1.8	nt	-3.2	-3.5[16.7 µM]
CCC(=O)N1[C@@H]2Cn3c(cccc3=O)[C@H]1[C@@H](C(=O)N1CCc3ccccc3C1)[C@@H]2CO	3.0	15.4	2.9	-0.9	nt	1.0	10.1[16.7 µM]
C[C@@H]1CCCCO[C@@H](CN(C)S(=O)(=O)c2cn(C)cn2)[C@H](C)CN([C@@H](C)CO)C(=O)c2cc(NC(=O)CCC(F)(F)F)ccc2O1	-13.5	2.0	19.9	1.6	nt	-7.2	3.8[16.7 µM]
CCN1C(=O)C(CC(=O)Nc2cccc(C(C)=O)c2)S/C1=N\c1ccccn1 (centres undefined)	10.3	nt	36.5	nt	-0.5	4.4	nt
CCCc1nnc(SCC(=O)Nc2cccc(Cl)c2Cl)o1	-27.2	5.3	0.6	3.5	-2.2	-17.9	-4.1
COc1ccc(C(=O)c2ccc(Br)cc2)cc1	nt	nt	83.7*	nt	-0.6	nt	-1.2
CCOC(=O)c1cccc(NC(=O)C2CCC(CNc3c(N4CCOCC4)c(=O)c3=O)CC2)c1 (centres undefined)	5.6	-0.3	nt	0.0	-1.1	-3.4	2.8
CC(C)c1cc(C(=O)NCc2ccc(F)cc2)c(N)s1	-35.0	-1.8	-0.5	0.6	-1.8	-9.0	nt
COc1cc(C=NNC(=O)c2ccccc2NS(=O)(=O)c2cccs2)cc(OC)c1O	-12.7	16.9	-4.8	2.5	9.3	1.4	3.5
Cc1ccc(Cl)cc1N(CC(=O)NC(C)c1ccccc1)S(C)(=O)=O (centres undefined)	3.3	-5.1	-4.3	1.9	4.2	9.7	14.9
CO[C@@H]1CN(C)C(=O)c2ccc(NS(=O)(=O)c3cccc(F)c3)cc2OC[C@@H](C)NC[C@H]1C	nt	-4.6	26.3	0.0	2.1	-5.8	-34.7[16.7 µM]

Going on with the list:
SMILES	PAX8 inh HTS	DENV2 CPE rescue	INS-1E GSIS act	F508del corr	FN deposit inh	EWS-Fli block	miR-122 sensor
CCNC(=S)N1CCN(c2ccccn2)CC1	-3.4	13.0	0.0	nt	-17.1	-6.9	nt
CC(=O)C(=Nc1cccc(Cl)c1)NNc1ccccc1C	-6.4	11.0	-0.9	-0.5	6.3	-0.8	nt
COc1ccc(-c2nc3c4ccccc4ccn3c2Cc2cccc(F)c2)cc1OC	-47.4	15.9	21.2	1.2	nt	-84.0	-4.3
CC(C)NC(=O)CSc1nc2ccccc2n1CC(=O)N1CCc2ccccc21	nt	0.8	6.7	0.3	nt	6.3	-17.0
COc1ccc(NC(=O)Nc2cccc3c2O[C@@H](CN(C)C(=O)NC2CCCCC2)[C@@H](C)CN([C@H](C)CO)C3=O)cc1	-8.4	2.9	-9.8	2.5	1.2	-7.8	-2.0[16.7 µM]
C[C@@H]1CCCCO[C@H](CN(C)S(C)(=O)=O)[C@@H](C)CN([C@H](C)CO)C(=O)c2cc(NS(=O)(=O)c3cccs3)ccc2O1	nt	-1.7	-5.7	-1.7	nt	-7.5	2.3[16.7 µM]

In a second layout: results already given
CC(=O)C(=Nc1cccc(Cl)c1)NNc1ccccc1C
- PAX8 inh HTS: -6.4
- DENV2 CPE rescue: 11.0
- INS-1E GSIS act: -0.9
- F508del corr: -0.5
- FN deposit inh: 6.3
- EWS-Fli block: -0.8
- miR-122 sensor: nt

C[C@@H]1CCCCO[C@H](CN(C)S(C)(=O)=O)[C@@H](C)CN([C@H](C)CO)C(=O)c2cc(NS(=O)(=O)c3cccs3)ccc2O1
- PAX8 inh HTS: nt
- DENV2 CPE rescue: -1.7
- INS-1E GSIS act: -5.7
- F508del corr: -1.7
- FN deposit inh: nt
- EWS-Fli block: -7.5
- miR-122 sensor: 2.3[16.7 µM]

Assay outcomes as filed in PubChem BioAssay.
